Screens as filed in PubChem BioAssay.
CYP2C9 activ – human CYP2C9 activators, primary screen, biochemical, luminescence. actives 1.4% (n = 96,000). recombinant CYP2C9, luciferin-H conversion; stronger effect = higher value; factor 1 = untreated enzyme, 0 = blocked. AID 1024, 2008. Cytochrome P450 2C9 (Homo sapiens), P11712. activation factor at 5 µM;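 active means activation factor of 2 or more for CYP2C9 at a 5 µM dose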;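 further: 0 = sulfaphenazole-blocked wells and 1 = vehicle-only wells; values of inactives mirror those of a sister screen read the other way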
Plk1 PBD FP – Plk1 polo box domain binding inhibitors, primary screen, biochemical, fluorescence polarization | Serine/threonine-protein kinase PLK1 (Homo sapiens), P53350 | Plk1 PBD phosphopeptide binding | inhibition, %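 (tested at about 20 µM)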 | actives 0.13% (n = 97,000) | AID 693, 2007; in the data active means inhibition above about 34%, passing the limit was not always enough
Target sequence (P53350 whole entry, looked up, the tested form may be a part): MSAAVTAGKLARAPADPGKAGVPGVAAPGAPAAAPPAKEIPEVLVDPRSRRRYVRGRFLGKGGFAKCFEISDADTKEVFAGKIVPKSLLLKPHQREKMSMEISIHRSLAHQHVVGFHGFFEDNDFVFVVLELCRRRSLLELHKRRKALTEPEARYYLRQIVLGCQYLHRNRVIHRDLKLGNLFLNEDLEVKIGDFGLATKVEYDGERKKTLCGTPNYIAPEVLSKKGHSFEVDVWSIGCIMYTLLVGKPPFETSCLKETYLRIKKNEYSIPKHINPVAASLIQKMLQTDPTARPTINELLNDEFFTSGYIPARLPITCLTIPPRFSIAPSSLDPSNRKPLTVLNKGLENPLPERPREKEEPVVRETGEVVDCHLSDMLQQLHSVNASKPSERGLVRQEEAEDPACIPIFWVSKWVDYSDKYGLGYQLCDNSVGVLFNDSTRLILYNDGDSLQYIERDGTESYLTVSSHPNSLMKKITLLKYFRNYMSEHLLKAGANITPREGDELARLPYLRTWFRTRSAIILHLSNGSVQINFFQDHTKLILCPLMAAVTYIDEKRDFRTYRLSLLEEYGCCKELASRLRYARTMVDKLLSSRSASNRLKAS
CYP2C19 inhib – blockers of cytochrome P450 2C19 activity – biochemical, luminescence, ADME assay, primary screen; inhibition, % at 5 µM; P33261; actives 21% (n = 96,000); CYP2C19 Supersomes, luciferin-H EGE luminescence, 30 min;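 active means CYP2C19 inhibition above a set limit at 5 µM in the primary screen, cut at about 50% in these data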;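 further: plate controls were negative control wells for no effect and 2.5 mM tranylcypromine positive control for full effect; values of inactives mirror those of a sister screen read the other way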
Target sequence (P33261 whole entry, looked up): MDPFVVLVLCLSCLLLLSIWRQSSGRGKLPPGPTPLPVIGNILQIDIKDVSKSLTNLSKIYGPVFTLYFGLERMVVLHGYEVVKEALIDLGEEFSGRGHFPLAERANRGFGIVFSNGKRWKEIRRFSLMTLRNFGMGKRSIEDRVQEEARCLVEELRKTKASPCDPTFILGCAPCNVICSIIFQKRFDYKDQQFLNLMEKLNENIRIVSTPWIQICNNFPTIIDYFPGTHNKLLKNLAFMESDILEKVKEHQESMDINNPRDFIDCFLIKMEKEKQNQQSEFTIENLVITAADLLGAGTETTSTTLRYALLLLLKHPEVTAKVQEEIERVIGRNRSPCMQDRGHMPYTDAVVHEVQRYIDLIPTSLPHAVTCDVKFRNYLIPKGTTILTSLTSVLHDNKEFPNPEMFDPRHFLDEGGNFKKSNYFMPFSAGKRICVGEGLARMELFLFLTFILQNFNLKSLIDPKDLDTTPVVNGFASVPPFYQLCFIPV
PLK1 kinase inh – human PLK1 kinase inhibitors, primary screen, biochemical, TR-FRET; actives 0.53% (n = 97,000); inhibition, % at 10 µM; Serine/threonine-protein kinase PLK1 (Homo sapiens), P53350; AID 619, 2007; recombinant PLK1 kinase, TR-FRET peptide phosphorylation;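 active means inhibition of 50% or more in the single-concentration screen; inactive means inhibition below 50%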;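 further: 0% = DMSO max control and 100% = H-89 dihydrochloride min control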
PLAP activator – PLAP enzyme activators, biochemical, luminescence, HTS; activation fold at 20 µM; actives 1.2% (n = 96,000); Alkaline phosphatase, placental type (Homo sapiens), P05187; purified PLAP enzyme, luminescent substrate read-out; stronger effect = higher value; AID 696, 2007; in the data active means activation fold above about 2
CYP2C19 activ – human CYP2C19 activators, primary screen, biochemical, luminescence; 96,000 tested, under 10 active; activation factor at 5 µM; recombinant CYP2C19, luciferin-H EGE luminescence; stronger effect = higher value; 0 = fully inhibited enzyme, 1 = untreated enzyme; Cytochrome P450 2C19 (Homo sapiens), P33261; AID 1025, 2008;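 active means activation factor of at least 2 at 5 µM in the primary screen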;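 further: 0 = wells with 2.5 mM tranylcypromine and 1 = vehicle-only wells; values of inactives mirror those of a sister screen read the other way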
Rev-RRE block – HIV-1 Rev-RRE binding inhibitors, primary screen, biochemical, FRET, protein-RNA interaction. Rev peptide-RRE RNA binding. inhibition, % at 8 µM. actives 0.79% (n = 97,000). AID 704, 2007;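 active means inhibition above the screen-wide mean plus 3 SD, cut at about 35% in these data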;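 further: 0% = median DMSO wells and 100% = median Neomycin B control wells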
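Test system – labelled RRE RNA duplex and labelled Rev peptide · Reagent – labelled Rev peptide · Doses – one concentration, 8 µM nominal · Incubation – 5 + 15 min at 25 °C · Signal – FRET fluorescence readout · Read-out basis – % inhibition of FRET ratio versus controls · Control set – DMSO wells as 0% and neomycin B wells as 100% inhibition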
CYP2C9 inhib – blockers of cytochrome P450 2C9 activity – biochemical, luminescence, ADME assay, primary screen | CYP2C9 Supersomes, luciferin-H conversion | inhibition, % at 5 µM | actives 20% (n = 96,000) | AID 777, 2007;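 active means blocking of liver enzyme CYP2C9 beyond about 50% at 5 µM, limit read from the data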; further: values of inactives mirror those of a sister screen read the other way
EphB4 antag – EphB4-ephrin-B2 interaction antagonists, primary screen, biochemical, TNYL-RAW peptide probe, fluorescence polarization; Ephrin type-B receptor 4 (Homo sapiens), P54760; EphB4 LBD / TNYL-RAW-Alexa532 peptide; inhibition, % at 7 µM; actives 0.15% (n = 97,000); AID 720, 2007;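 active means inhibition above the screen-wide mean inhibition plus 3 SD, cut at about 15% in these data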;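 further: 0% = DMSO wells and 100% = excess unlabeled TNYL-RAW peptide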
Starred values were filed as active, the others as inactive; · = not tested or not shown.

SMILES	CYP2C9 activ	Plk1 PBD FP	CYP2C19 inhib	PLK1 kinase inh	PLAP activator	CYP2C19 activ	Rev-RRE block	CYP2C9 inhib	EphB4 antag
Cc1ccccc1CS(=O)(=O)Cc1ccc(C(=O)NCc2ccco2)o1	0.8	9	38	-1	1	0.6	4	20	2
CCOc1cc(CNn2cnnc2)cc(Br)c1OCC(=O)NC1CCCCC1	·	-10	·	-7	·	·	-2	·	-8
CCCCCCNc1cc2n(c(=O)n1)CCc1cc(OC)c(OC)cc1-2	0.8	-10	4	-11	1	1	17	17	9
Clc1ccc(-c2cc(CSc3ccccc3)on2)cc1	0.8	13	37	-11	0.8	0.6	7	23	5
Cc1cc(NC(=O)CN2C(=O)NC(C)(c3ccc(OC(F)F)cc3)C2=O)no1 (stereo unspecified)	1	-6	-10	-11	1.2	1.1	7	-3	5
CCOc1cc(S(=O)(=O)NCCc2ccc(OC)c(OC)c2)c(OCC)cc1-n1cnnn1	0.2	35	13	-6	1.4	0.9	4	76*	-8
O=C(Cn1c(=O)oc2cc(S(=O)(=O)N3CCCCCC3)ccc21)NC1CCCCC1	0.9	-1	2	-2	1	1	·	12	·
COc1ccc(C(c2nnnn2C(C)(C)C)N2CCN(c3nc4ccccc4s3)CC2)cc1 (stereo unspecified)	0.4	·	18	·	1.6	0.8	·	63*	·
COc1cccc(NC(=O)C2CC(=O)N(C)C(=Nc3cccc(F)c3)S2)c1 (stereo unspecified)	0.5	38	19	1	1	0.8	14	45	2
C=CCn1c(SCC(=O)Nc2nc(C)cs2)nnc1C(CO)NC(=O)c1ccccc1 (stereo unspecified)	0.9	10	41	-11	1.2	0.6	7	11	-3
CCOc1cc(C(=S)N2CCOCC2)ccc1OS(=O)(=O)c1ccc(NC(C)=O)cc1	0.4	-22	71*	-18	1.4	0.3	5	61*	1
Cc1ccc(SCc2nc3ccccc3n2CC(=O)Nc2c(C)cccc2C)cc1	0.6	-6	9	-9	1.3	0.9	10	36	2
COc1ccccc1CNC(=O)C1CCN(S(=O)(=O)N2CCCCC2)CC1	2.2*	15	19	-3	1.3	0.8	0	-116	3
CC(C)NC(=O)Cn1nnc(-c2ccc(Cl)cc2)n1	1	-13	25	-3	1	0.8	-1	3	-16
CNc1nc(C)c(C#N)cc1C(C)=O	1.1	-17	-8	-12	0.8	1.1	6	-6	-3
COc1ccc(CNC(=O)c2cccc(N3CCCC3=O)c2)cc1	0.3	15	72*	2	0.9	0.3	8	71*	2
CCC(=O)NC(=S)N1CCN(c2ccc([N+](=O)[O-])cc2Cl)CC1	1	-32	68*	-7	1	0.3	1	-4	8
Cc1nn(C(C)C(=O)NNC(=S)Nc2ccc(Cl)cc2)c(C)c1[N+](=O)[O-] (stereo unspecified)	0.4	9	0	-14	2.4*	1	2	64*	1
NC(=O)CC1SC(N)=NC1=O (stereo unspecified)	1	-23	2	-11	0.8	1	2	4	-1
CCOc1ccc(-n2c3nc4ccccc4nc3c3c(=O)n(Cc4ccco4)cnc32)cc1	·	14	·	-5	·	·	3	·	2

4 of the entries above in order of their number in Rev-RRE block, high to low:
SMILES	CYP2C9 activ	Plk1 PBD FP	CYP2C19 inhib	PLK1 kinase inh	PLAP activator	CYP2C19 activ	Rev-RRE block	CYP2C9 inhib	EphB4 antag
CCOc1cc(C(=S)N2CCOCC2)ccc1OS(=O)(=O)c1ccc(NC(C)=O)cc1	0.4	-22	71*	-18	1.4	0.3	5	61*	1
Cc1ccccc1CS(=O)(=O)Cc1ccc(C(=O)NCc2ccco2)o1	0.8	9	38	-1	1	0.6	4	20	2
Cc1nn(C(C)C(=O)NNC(=S)Nc2ccc(Cl)cc2)c(C)c1[N+](=O)[O-] (stereo unspecified)	0.4	9	0	-14	2.4*	1	2	64*	1
CC(C)NC(=O)Cn1nnc(-c2ccc(Cl)cc2)n1	1	-13	25	-3	1	0.8	-1	3	-16

Additional results follow:
SMILES	CYP2C9 activ	Plk1 PBD FP	CYP2C19 inhib	PLK1 kinase inh	PLAP activator	CYP2C19 activ	Rev-RRE block	CYP2C9 inhib	EphB4 antag
Cc1cccc2nc(CSc3nncn3-c3ccccc3)cn12	1.2	-18	4	-3	0.8	1	4	-20	1
COc1ccc(F)cc1S(=O)(=O)Nc1ccc2c(c1)OCCO2	0.9	·	34	·	0.9	0.7	·	7	·
Cc1ccc(S(=O)(=O)N=Nc2c(O)[nH]c3ccccc23)cc1C	0.8	-17	1	-3	1.2	1	9	17	10
Cc1cc(C)nc(NC(=O)CCC2CCCC2)c1	·	6	·	-4	·	·	0	·	-5
C=CCOC(=O)C1=C(C)NC(SCC)=C(C#N)C1c1ccc(Cl)cc1 (stereo unspecified)	0.1	-3	53*	-4	1.1	0.5	22	86*	4
CC1=C(C(=O)NCc2ccccc2)C(c2cccs2)n2ncnc2N1 (stereo unspecified)	1	9	7	10	0.9	0.9	1	4	-8
O=S(=O)(Cc1ccccc1)Nc1ccc(S(=O)(=O)NCC2CCCO2)cc1 (stereo unspecified)	0.6	2	40	-4	1.1	0.6	6	41	-3
S=c1[nH]nc(-c2ccncc2)n1Cc1ccccc1	0.7	2	-6	-5	2*	1.1	4	31	7
COc1cc(OC)cc(C(=O)NCC2CCCO2)c1 (stereo unspecified)	1.2	·	-7	·	1.1	1.1	·	-19	·
CC1=C(C(=O)Nc2ccccc2)C(c2ccc(C)o2)n2c(s/c(=C\c3ccco3)c2=O)=N1 (stereo unspecified)	0.1	-14	69*	-2	1.3	0.3	6	85*	-5
Clc1ccc(-c2nnc3sc(-c4ccc(Br)o4)nn23)c(Cl)c1	0.8	-4	58*	-11	1	0.4	7	21	-4
CN(C)c1nc(N)nc(/C(C#N)=C/C2CC3C=CC2C3)n1 (stereo unspecified)	0.8	13	12	-6	1	0.9	-2	21	-3
CN1/C(=C\C(=O)COC(=O)Cn2nnc(-c3ccccc3)n2)C(C)(C)c2ccccc21	0.3	-20	12	-8	1	0.9	5	74*	-10
O=S(=O)(NCCc1ccccc1)c1cccc(S(=O)(=O)N2CCOCC2)c1	0.4	-8	89*	0	1.5	0.1	7	61*	2
CCN(CC)c1ccc(C(=S)N2CCN(c3ccccc3)CC2)cc1	1	8	24	0	0.7	0.8	-1	2	-4
Cc1cccn2c(=O)c3cc(C(=O)NCCN4CCOCC4)n(Cc4ccccc4)c3nc12	1	·	13	·	1.8	0.9	·	3	·
CCCS(=O)(=O)N1CCN(Cc2ccccc2C(F)(F)F)CC1	0.8	-17	38	-5	1.4	0.6	8	25	12
O=C(CCCN1CCC(c2ccccc2)C1)c1ccc2c(c1)OCCO2 (stereo unspecified)	0.8	13	72*	-10	1.5	0.3	2	19	6
Cc1ccc(Cn2nnc3c(=O)[nH]c(C4CCN(C(=O)c5cccs5)CC4)nc32)cc1	0.3	20	45	-2	1.1	0.5	11	72*	-5
COc1ccccc1N1CCN(C(=O)CSc2nc3ccccc3o2)CC1	0.7	-7	64*	3	1.5	0.4	5	34	-3
Cc1ccc2nc(SCc3nnc(-c4ccccc4Br)o3)[nH]c2c1	0.3	8	83*	-2	1.6	0.2	15	75*	0
C=CCn1cc(-c2cccc(Cl)c2)cc(C#N)c1=O	0.9	15	13	-3	0.8	0.9	-2	13	1
COC(=O)c1sc(S(=O)(=O)Nc2ccc3cn[nH]c3c2)c(C(=O)OC)c1C	0.1	-5	52*	-8	1.2	0.5	2	92*	-1
O=C(Nc1ccccc1Cl)c1ccccc1Oc1ccc(C(F)(F)F)cc1[N+](=O)[O-]	0.1	39	73*	12	1.3	0.3	17	88*	-8
CCCCN(CC)S(=O)(=O)N1CCC(C(=O)NCc2ccc(F)cc2)CC1	0.5	-15	58*	-12	1.5	0.4	5	47	-7
O=C(c1ccccc1)N1CCN(C(=O)c2ccccc2)C1c1ccccc1	1	-1	6	-6	1	0.9	10	-5	8
O=C(N/N=C/c1cccc(OC2CSC2)c1)c1ccccc1O	1.1	-23	-5	-6	1.1	1	-4	-7	2
Cc1cc2cc(C(c3nnnn3Cc3ccco3)N3CCc4ccccc43)c(=O)[nH]c2cc1C (stereo unspecified)	0.8	-3	12	-4	1.4	0.9	12	25	4
O=C(NC1CCC(NC(=O)C2CCCO2)CC1)C1CCCO1 (stereo unspecified)	1.1	10	-10	-10	1.1	1.1	5	-9	7
CC(C)c1nc(-c2c(N)n(C)c(=O)n(C)c2=O)sc1C(=O)C(C)(C)C	1	·	76*	·	0.9	0.2	·	-1	·
Cc1ccccc1NC(=O)N1CCCC(c2nc(-c3ccc(F)cc3)no2)C1 (stereo unspecified)	0.3	28	54*	-6	1.4	0.5	7	70*	8
O=C(Nc1ncccc1Cl)c1cccc(F)c1	1	-9	18	-11	0.8	0.8	4	-4	6
O=C1C2=C(SCCS2)C(=O)N1c1ccccc1	0.9	-8	6	-5	1.1	0.9	21	9	6
COC(=O)c1[nH]c2cccc(OC)c2c1NC(=O)CN1CCC(C(N)=O)(N2CCCCC2)CC1	1.1	-14	13	-3	1.1	0.9	5	-10	-2
COc1ccc(OCCSc2nnc(-c3ccc(OC)cc3)n2N)cc1	0.7	-5	38	-13	0.7	0.6	9	32	-1
Cc1nc(N2CCN(c3ccccc3)CC2)[nH]c(=O)c1Cc1ccccc1	1	·	1	·	0.9	1	·	0	·
CN1C(=O)CC(N2CCN(c3ncccn3)CC2)C1=O (stereo unspecified)	1	12	0	-17	0.9	1	6	-1	0
Cc1cccc(Oc2ncc(-c3ccc(Cl)cc3)cn2)c1C	1.5	0	26	-7	0.8	0.7	12	-47	8
CCCCN(C)C(=O)c1ccc(S(=O)(=O)N2CCOCC2)cc1	0.7	-27	13	-10	1.2	0.9	0	29	-6
Cc1nc2ccccc2c2oc(C(=O)NC3CC3)cc12	0.6	-28	15	-5	1	0.8	10	40	0
Cc1ccc(NC2=CC(=O)OC(C)C2)cc1 (stereo unspecified)	1.1	-11	-8	-8	1.5	1.1	4	-9	8
COc1ccccc1C(=O)Nc1ccc2c(c1)nc(CCNC(C)=O)n2C	1	-6	13	-1	1.1	0.9	-2	-3	1
CCc1ccc2[nH]c(=O)c(CN(CCN(C)C)C(=O)Nc3ccccc3OC)cc2c1	0.9	-22	16	-7	1.5	0.8	1	12	-4
CCOC(=O)c1cnn2c(C(F)F)cc(C3CC3)nc12	·	9	·	-9	·	·	3	·	-2
CCNC(=O)Nn1c(-c2ccccc2)nc2ccccc2c1=O	1.1	15	-14	-9	1.1	1.1	7	-7	2
Cc1cc(C(=O)CSc2nc3ccc(Cl)cc3[nH]2)c(C)n1C	0.1	19	94*	0	2.1*	0.1	6	93*	1
CC(C)(C)c1nn(-c2ccccc2)c2nc(Cl)c(C=O)cc12	0.9	-19	0	-35	1	1	4	7	-2
O=C(O)C1C2C=CC(C3CC23)C1C(=O)O (stereo unspecified)	·	0	·	-7	·	·	4	·	-3
CCN(CC)S(=O)(=O)c1ccc(/C(O)=C(\C#N)c2nc3ccccc3n2C)cc1	0.8	8	-6	-1	1.9	1.1	-1	20	4
Cc1ccc(NC(=O)N/C=C/c2ccccc2)cc1	1	10	-2	-10	0.9	1	6	-3	2
COCCn1c(-c2ccc(OC)cc2)cnc1SCC(=O)Nc1cc(C)on1	0.6	15	25	-14	1	0.8	6	41	4
